AID inhibitor: inhibitors of human activation induced cytidine deaminase; AID deamination FRET fluorescence, UDG-coupled, 4 h; actives 0.32% (n = 91,000); AID 1347428; Potency, µM (top dose mostly 115 µM), without a hit: at the top dose activity change, negative = inhibition, actives largely listed as inhibitors; further: nearly all actives have a fitted effect of over 25% in size
Target sequence (Q9GZX7 whole entry, looked up): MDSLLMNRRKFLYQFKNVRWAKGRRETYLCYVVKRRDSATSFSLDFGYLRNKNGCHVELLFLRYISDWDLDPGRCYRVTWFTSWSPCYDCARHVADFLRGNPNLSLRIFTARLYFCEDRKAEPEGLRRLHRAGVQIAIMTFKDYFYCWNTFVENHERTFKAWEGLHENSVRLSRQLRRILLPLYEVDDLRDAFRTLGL
UDG counterscr: counter-screen for AID inhibitors: uracil-DNA glycosylase inhibition; FRET deamination/UDG coupled assay, UDG read, 4 h; Potency, µM (highest dose often 115 µM), for inactives: top-dose activity change, negative = inhibition, hits mostly inhibitors; actives 0.14% (n = 91,000); further: nearly all actives have a fitted effect of over 65% in size
Starred values were filed as active, the others as inactive; u = inconclusive; & = joins results of further samples; [ ] = another dose, or the depositor's remark. The call rests on the fitted dose curve; in most records, active means well fitted curve in the direction sought with a large enough effect; inconclusive means small, poorly fitted or top-dose-only effect, or another doubt; inactive means no such curve, though single readings can be large; an effect the other way counts as inactive or inconclusive. On the % scale 0 is the no-effect control and ±100 the full control effect; potency means the concentration at half of the fitted maximal effect. This is a subset; count on the stated rates, not on these rows.

The opening 3 compounds (preview)
The line under a structure holds: AID inhibitor, UDG counterscr
Cc1nc2c(C)cccc2c(Cl)c1CC=C(Cl)Cl
    -1%, 10%
CCc1ccc(-n2c(=O)c3c4c(sc3n(CC(=O)c3ccc(F)cc3)c2=O)CCC4)cc1
    17%, -5%
Cc1ccc(C2C3=C(COC3=O)Nc3n[nH]c(C)c32)cc1 (stereo not drawn)
    -4%, 1%

The listing (from the top)
The line under a structure holds: AID inhibitor, UDG counterscr
Cc1nc2c(C)cccc2c(Cl)c1CC=C(Cl)Cl
    -1%, 10%
CCc1ccc(-n2c(=O)c3c4c(sc3n(CC(=O)c3ccc(F)cc3)c2=O)CCC4)cc1
    17%, -5%
Cc1ccc(C2C3=C(COC3=O)Nc3n[nH]c(C)c32)cc1 (stereo not drawn)
    -4%, 1%
O=C(NCCc1ccccc1)c1cc(-c2ccccc2)nc2n[nH]c(-c3ccccc3)c12
    -18%, 3%
CCOc1c(Cl)cc(/C=C(/C#N)c2nc3ccc(C)cc3[nH]2)cc1Cl
    -2%, -9%
Cc1ccc(-c2noc(-c3ccc(N4CCOCC4)c([N+](=O)[O-])c3)n2)cc1
    -10%, u
N#CCN(Cc1ccccc1)Cc1cc(Cl)c2c(c1)OCCCO2
    6%, -4%
CCOC(=O)c1cccc(Nc2ccc3cc(S(=O)(=O)N4CCCCC4)ccc3n2)c1
    42%[activator], -4%[57.5 µM]
CCOc1ccc(NS(=O)(=O)c2ccc3c(c2)CCCN3C(=O)C2CCC2)cc1
    10%, 2%
Cc1ccc2oc(-c3cc(NC(=O)c4oc5ccccc5c4C)ccc3Cl)nc2c1
    30%, -11%
O=C1CSc2ccc(C(=O)NC3CC3)cc2N1
    -1%, 0%
COc1ccc(C(=O)CCC(=O)OCC(=O)c2ccc(Cl)c(Cl)c2)cc1
    15%, 0%
CCCNCc1ccsc1
    -4%, 6%
CC(Sc1nc(C(F)(F)F)nc2ccccc12)C(=O)NC(C)(C)C (stereo not drawn)
    5%, 12%
COc1cc(CC(=O)NC2CCC(C)CC2)ccc1C (stereo not drawn)
    0%, -7%
N#C/C(=C\c1ccc(-c2ccccc2F)o1)c1nc2ccccc2[nH]1
    -8%, -2%
Cc1cccc(-c2nnc(SCC(=O)Nc3ccc4ccccc4c3)n2N)c1
    -9%, -6%
CCCC(C(=O)Nc1nc2ccccc2s1)c1ccccc1 (stereo not drawn)
    -16%, -4%
O=c1cc(O)c2sc3nc(-c4cccs4)cc(C(F)(F)F)c3c2[nH]1
    -18%, -1%
CC(C)Oc1ccc2c(=O)c(-c3ccc(F)cc3)c(C(F)(F)F)oc2c1
    -2%, 2%
Fc1ccccc1-c1nc(-c2cccc(Br)c2)no1
    7%, 17%
Cn1c(SCC(=O)N2CCc3ccccc32)nnc1-c1cccc(NC(=O)c2ccccc2F)c1
    -11%, -22%
Cc1nnc(N2CCCC(C(=O)NCCc3ccccc3)C2)c2nn(-c3ccccc3)c(C)c12 (stereo not drawn)
    u, 10%&-3%
COC(=O)CSc1nc2sc3c(c2c(=O)n1-c1ccc(OC)cc1)CC(C(C)C)OC3 (stereo not drawn)
    5%, 4%
CCOc1ccc(NC(=O)NC(CC)Cn2nnc3ccccc3c2=O)cc1 (stereo not drawn)
    -8%, -5%
CC(C)C(=O)Nc1ccc(NC(=O)Nc2ccc(Cl)cc2)cc1
    3%, -6%
CCc1ccc(CN(Cc2ccco2)C(=O)c2ccc(OC)cc2)cc1
    40µM*, -9%[57.5 µM]
O=C(COc1ccccc1Cl)Nc1nc(-c2ccc(Br)o2)ns1
    -11%, -16%
Cc1nc2nc(C(F)(F)F)[nH]n2c(=O)c1Cc1ccccc1
    7%, 0%
Cc1cc(C)cc(C2CC(C)(O)CC(c3cc(C)cc(C)c3)S2)c1 (stereo not drawn)
    -17%, -1%
CNc1ncnc2c1ncn2[C@H]1C[C@H](OP(=O)(O)O)[C@@H](COP(=O)(O)O)O1
    14%, 2%
COC(=O)C1=C(C)OC(N)=C(C#N)C1c1ccccc1C (stereo not drawn)
    -1%, 1%
CC1CCC(NC(=O)c2ccc3c(c2)N(Cc2ccccc2)C(=O)c2ccccc2S3=O)CC1 (stereo not drawn)
    -44%, -23%
Cc1ccc(-c2noc(CCC(=O)Nc3ccc(F)cc3Cl)n2)cc1
    10%, 0%
Cc1cccc2sc(N(CCCN(C)C)C(=O)COc3ccccc3)nc12
    5%, 0%
Nc1nonc1-c1nc2ccccc2n1Cc1cccc(Cl)c1
    32%[activator], -3%
O=C(CCc1ncc(-c2ccc(F)cc2F)o1)NCc1ccco1
    5%, 2%
Cc1ccc(-c2n[nH]c3c2C(c2ccccc2Cl)N(c2ccc(C(=O)O)cc2)C3=O)cc1 (stereo not drawn)
    u, -5%
FC(F)(F)c1cccc(Nc2nc(CN3CCOCC3)nc3sc4c(c23)CCCC4)c1
    -28%, -12%
CN(CC(=O)C(C#N)c1ccccc1)Cc1ccccc1 (stereo not drawn)
    7%, 6%
COc1cc(C2CC(=O)Oc3n[nH]c(-c4ccccc4)c32)cc(OC)c1OC (stereo not drawn)
    2%, 5%
CC(=O)Nc1ccc(N/C=C(\C#N)c2nc(C3CC3)cs2)cc1
    3%, 1%
CCOC(=O)c1ccc(-c2ccc(/C=C(\C#N)c3nc4ccc(C)cc4[nH]3)o2)cc1
    u, -8%
COC(=O)C1=C(C)N(C)C(C)=C(C(=O)OC)C1c1ccc(C(F)(F)F)cc1
    -8%, -7%
CCCc1cc(=O)oc2cc(OCC(=O)N3CCc4ccccc43)ccc12
    3%, 10%
O=c1cc(-c2ccccc2)c2ccc(OCc3ccc(-c4ccccc4)cc3)cc2o1
    -4%, 2%
O=C(COCc1cc(-c2ccc(F)cc2)on1)Nc1cc(Cl)cc(Cl)c1
    1%, 50%[activator]
Cc1ccc(-n2c(SCc3ccccc3F)nc3[nH]ncc3c2=O)cc1Cl
    u, -9%
COc1cc(CN(C(=S)NCC(=O)NCc2ccccc2Cl)C2CCCC2)cc(OC)c1OC
    -11%, -8%
COCCN(Cc1ccco1)C(=O)c1cc2c(=O)[nH]c3ccc(C)cc3c2s1
    5%, u

2 entries from above in a different format:
molecule	AID inhibitor	UDG counterscr
Cc1ccc(-n2c(SCc3ccccc3F)nc3[nH]ncc3c2=O)cc1Cl	u	-9%
COc1cc(CN(C(=S)NCC(=O)NCc2ccccc2Cl)C2CCCC2)cc(OC)c1OC	-11%	-8%

Next results follow:
The line under a structure holds: AID inhibitor, UDG counterscr
CCC(=O)N1CCc2cc(CNC(=O)Nc3ccc(OC)cc3OC)ccc21
    35%[activator], -1%
COc1ccc(Nc2nnc(-n3nc(C)cc3C)c3ccccc23)cc1
    -5%, -2%
Cc1cccc(C(=O)NC2=NC(c3ccc(Cl)cc3)CC(=O)N2)c1 (stereo not drawn)
    14%, 7%
CCN(C(=O)Cn1cc(C(=O)c2ccc(F)cc2)c(=O)c2ccc(C)nc21)c1cccc(C)c1
    -19%, 1%
Cc1ccc(NC(=O)c2nn(Cc3ccccc3)c(=O)c3ccccc23)c(Cl)c1
    -6%, 2%
Cc1nc(-c2ccc(S(=O)(=O)N3CCN(c4ccc(F)cc4)CC3)cc2)co1
    -6%&-22%, -1%&-14%
COc1ccc(CNC(=O)CSc2ncc(S(=O)(=O)c3ccc(Br)cc3)c(=O)[nH]2)cc1
    -13%, -5%
CC1CCC(Nc2ncnc3onc(-c4ccc(F)cc4)c23)CC1 (stereo not drawn)
    u, 16%
CCCCc1nn2c(=O)cc(COC(=O)c3ccco3)nc2s1
    -3%, 8%
CC(C)C[C@H](NC(=O)NCCc1ccccc1F)C(=O)O
    -2%, 5%
N#Cc1ccc2[nH]cc(C=O)c2c1
    6%, 4%
CCN(CC)C(CNS(=O)(=O)c1cccs1)c1ccsc1 (stereo not drawn)
    -7%, 0%
O=C1/C(=C/c2cccnc2)Cc2c(Cl)cccc21
    -15%, -8%
O=C(NCc1cccnc1)c1ccc(/C=C/c2ccc3ccccc3n2)cc1
    -11%, 1%
COc1ccc(OC)c(NC(=O)CSC2=Nc3ccccc3C3=NC(CCC(=O)NCCc4ccccc4)C(=O)N23)c1 (stereo not drawn)
    3%, 46%[activator]
CC(=O)Nc1ccc(/C=C/c2nc(-c3ccccc3O)n(-c3ccccc3)n2)cc1
    -1%, -15%
COc1cccc(C(=O)OCc2nc3ccccc3o2)c1O
    -1%, 9%
COc1ccc(NC(=O)CSc2nnc3ccccn23)cc1S(=O)(=O)N1CCCCC1
    -7%, -12%
CC(Oc1ccccc1)C(=O)Nc1ccc(OCc2ccccc2)cc1 (stereo not drawn)
    0%, 4%
CCCCCCn1nc(C(=O)OCC(=O)Nc2ccc(C)c(F)c2)c2ccccc2c1=O
    -1%, 3%
COc1cccc(-c2nc(-c3ccc4c(c3)CCC4)cs2)c1OC
    -10%, -4%
COc1ccc(OCCn2c(C)nc3ccccc32)cc1
    -10%, -11%
Cc1cc(C)c(NC(=O)CCc2c(C)nc3c(c(C)nn3C(C)(C)C)c2C)c(C)c1
    -1%, -1%
COc1cc(NC(=O)CSc2ncc(S(=O)(=O)c3ccc(Br)cc3)c(=O)[nH]2)cc(OC)c1
    u, 8%
Cc1cn(C)c(CC(=O)NCc2ccccc2Cl)c1C(=O)O
    4%, 0%
CC1CCC(COC(=O)C[N+]2(C)CCCCC2)C(C)C1 (stereo not drawn)
    3%, -5%
COc1ccccc1C(=O)NC1(C(F)(F)F)C(=O)Nc2c1c(=O)[nH]c(=O)n2-c1ccc(F)cc1 (stereo not drawn)
    24%, 9%
CCN(CC)CCCNC(=O)Cc1ccc(NC(=O)N2CCCCc3ccccc32)cc1
    2%, -20%
O=C(CC1C=CCC1)N(Cc1ccncc1)C1CC1 (stereo not drawn)
    1%, -6%
COc1cc(CSc2c(C(C)C)cnc3c2c(=O)n(C)c(=O)n3C)cc(OC)c1
    2%, -4%
COC(=O)C1=C(CS(=O)(=O)c2ccc(C)cc2C)NC(=O)NC1c1ccc(O)cc1 (stereo not drawn)
    4%, 11%
O=C(/C=C/c1ccccc1)OCC(=O)c1ccc(Br)s1
    18%, -7%
CCOc1cc(C#N)c(NC(=O)c2cccc(S(=O)(=O)N3CCOCC3)c2)cc1OCC
    -8%, u
CCCNc1nc(-c2ccc(Cl)cc2)c(CC(=O)O)s1
    -6%, 0%
CCCc1cc(=O)oc2c3c(ccc12)OCN(Cc1ccccc1OC)C3
    28%, 15%
COc1cccc(C(=O)Oc2ccc(C)c(C)c2)c1
    0%, 0%
Cc1c(Cl)cccc1NC(=S)NCC1(N(C)C)CCCCC1
    2%, 8%
Cn1c(CCN2CCCCC2)nc2cc(NC(=O)c3ccccc3)ccc21
    -4%, -5%
O=C1CSC2(C(=O)N(Cc3c(F)cccc3Cl)c3ccccc32)N1c1ccc(F)c(F)c1 (stereo not drawn)
    -3%, -11%
CCCN1CCN(c2nnc(-n3cccc3CN3CCN(Cc4ccccc4)CC3)s2)CC1
    4%, 2%

Entries listed above printed as active in AID inhibitor.
| canonical_smiles | AID inhibitor |
| --- | --- |
| CCc1ccc(CN(Cc2ccco2)C(=O)c2ccc(OC)cc2)cc1 | 40µM* |

Remaining list, next part.
The line under a structure holds: AID inhibitor, UDG counterscr
CCCSc1nnc2c(n1)OC(CC)N(C(C)=O)c1ccccc1-2 (stereo not drawn)
    8%[57.5 µM], -3%[57.5 µM]
COc1ccc(/C=C/c2nc(C#N)c(NC3CCCCC3)o2)cc1OC
    u, -14%&-2%
Cc1nn(C(=O)c2c(F)cccc2F)c(C)c1S(=O)(=O)N1CCCCCC1
    18%, -1%
CCn1c2ccccc2c2nnc(N3CCN(c4ccc(F)cc4)CC3)nc21
    -1%, -1%
COc1cc(-c2nnc(CSc3nc(C4CC4)n(-c4ccccc4)n3)o2)cc(OC)c1OC
    -5%, 3%
CCS(=O)(=O)N1CC(=O)N(c2ccc(C(C)C)cc2)C(C)(C(=O)NCc2ccc(F)cc2)C1 (stereo not drawn)
    -6%, -8%
CCCc1cc(=O)[nH]c(SCc2nc(-c3ccc(C)c(F)c3)no2)n1
    5%, 1%
COC(=O)c1cc(NC(=O)N2CCc3[nH]cnc3C2c2ccc(Cl)cc2)ccc1Cl (stereo not drawn)
    7%, -1%
COCCn1c(N2CCN(Cc3ccccc3)CC2)nc2c1c(=O)[nH]c(=O)n2C
    -3%, 4%
COc1cc(/C=C/C(=O)OCC(=O)OC2CC(C)CCC2C(C)C)cc(OC)c1OC (stereo not drawn)
    -4%, -3%
COc1ccc(NC(=O)CSc2oc(-c3ccco3)nc2S(=O)(=O)c2ccccc2)c(OC)c1
    4%, -22%
O=C(CSc1nccn1-c1cccc(Cl)c1)Nc1ccc2c(c1)OCO2
    26%, 3%
Cc1ccc2c(c1)c(=O)c(C(=O)c1ccc3c(c1)OCO3)cn2Cc1cccc(F)c1
    u, -2%
CCCCSc1nc(-c2ccc(OC)cc2)ccc1C#N
    -8%, -4%
COc1ccc2oc(-c3ccc(C)c(NC(=O)CSc4ccc(Cl)cc4)c3)nc2c1
    -5%, -3%
CCc1ccc(OCC(=O)Nc2ccc3c(c2)c2ccccc2n3CC)cc1
    -9%, -5%
Cc1ccc(NC(=O)Cn2nc(-c3ccccc3)ccc2=O)cc1S(=O)(=O)N1CCOCC1
    -8%, 15%
COc1ccc(N2CCN(Cc3nc4c(c(=O)[nH]c(=O)n4C)n3Cc3ccccc3)CC2)cc1
    -1%, -3%[57.5 µM]
Cc1nc2c3ccccc3nc(NNC(=O)CCC(=O)N3CCN(c4cccc(C(F)(F)F)c4)CC3)n2n1
    -21%, 0%

Source: PubChem (National Center for Advancing Translational Sciences (NCATS))
